Screening results (PubChem)
Growth percent in the NCI-60 one-dose screen (48 h, 10 µM unless noted): 100 = growth as untreated, 0 = no growth, -100 = all killed.
SK-OV-3: SK-OV-3 ovarian cancer cells; AID 1794785; 80,000 compounds, 3.2% hits
UO-31: UO-31 renal cancer; 81,000 compounds, 5.2% hits
TK-10: TK-10 renal cancer cells | 81,000 compounds, 3.9% hits
SN12C: SN12C renal cancer cells; 81,000 compounds, 3.8% hits
ACHN: ACHN renal cancer; 81,000 compounds, 4.9% hits; AID 1794771
IGROV1: IGROV1 ovarian cancer | AID 1794786 | 79,000 compounds, 4.7% hits
RXF 393: RXF 393 renal cancer cells. 77,000 compounds, 6.9% hits
786-0: 786-0 renal cancer cells. 81,000 compounds, 5.1% hits. AID 1794775
Starred values were filed as active, the others as inactive; nt = not tested or not shown; & = joins results of further samples; ! = a repeat was not active. The calls were made as follows: active = growth percent below 10; inactive = the rest. A portion of the library; count on the stated rates, not on these rows.

SMILES	SK-OV-3	UO-31	TK-10	SN12C	ACHN	IGROV1	RXF 393	786-0
C/C(=C\c1ccn(-c2ccc(N)cc2)n1)[C@@H]1C[C@@H]2O[C@]2(C)CCC[C@H](C)[C@H](O)[C@@H](C)C(=O)C(C)(C)[C@@H](O)CC(=O)O1	45.1	38.5	54.6	39.6	45.7	40.3	-0.2*	20.2
CCC1(NC(=O)c2cc(F)c(F)c(F)c2F)C(=O)NC(=O)N(C(C)C)C1=O (stereo not drawn)	150.5	68.2	123.0	81.7	96.6	-56.8*	79.8	101.0
COC(=O)C1C=C2c3cccc4[nH]cc(c34)CC2N(C)C1 (stereo not drawn)	103.6	43.2	124.8	86.5	87.1	42.8	94.5	97.5
CCCN(CCC)N=O	113.2	101.2	109.3	96.4	111.9	115.2	123.3	108.0
Nc1ccc(CC2=NCCN2)cc1	112.3	89.1	112.2	99.7	97.6	118.2	125.1	107.1
CCCC(=O)N(C)C1=Nc2ccc(Cl)cc2C(c2ccccc2)=[N+]([O-])C1	99.2	85.1	97.5	89.2	95.6	89.6	92.1	88.8
COC(=O)[C@@H](C)C[C@H](Cc1ccc(F)cc1)NC(=O)c1csc([C@@H](C[C@H](C(C)C)N(C)C(=O)[C@@H](NC(=O)[C@H]2CCCCN2C)C(C)C)OC(C)=O)n1	21.4	47.0	50.2	26.6	22.1	25.3	nt	13.2
CCN(CC)/C(N)=N\c1nc(C)c2cc(Cl)ccc2n1	95.0	87.6	112.7	103.7	101.6	87.9	118.6	99.2
CC1(C)COC(=O)C1O (stereo not drawn)	105.5&105.7	100.1&89.2	115.9&105.0	93.7&103.7	99.6&104.4	108.5&104.6	144.8&109.7	91.1&98.8
COc1ccc(-c2c[se]c(Nc3ccccc3)n2)cc1	76.6	71.5	111.9	90.2	92.3	80.7	nt	93.7
CC(=O)OC1CCC2C3CCC4CC(=O)C(F)CC4(C)C3CCC12C (stereo not drawn)	114.5	93.8	112.9	102.4	93.2	104.1	115.7	104.4
NC(=O)c1c(Br)n(C2OC(CO)C(O)C2O)c2ncnc(N)c12 (stereo not drawn)	-8.9*	1.9*	30.4	13.4	12.1	-48.3*	-16.4*	25.9
NNc1ccccc1	99.6	64.0	42.3	97.3	64.5	88.4	123.1	79.7
COc1cc2c(c(OC)c1OC)-c1ccc(O)cc1[C@@H](NC(C)=O)CC2	6.5*	33.2&25.5	38.5&11.1	26.9&29.1	25.8&24.8	8.3*	40.5&26.3	32.5&29.2
C[Se]/C=C1/C(=O)N(c2c(Cl)cccc2Cl)c2ccccc21	61.5	-96.5*	11.6	-35.7*	30.1	44.7	19.4	51.1

In the list so far, these contain four or more nitrogen atoms.
SMILES	SK-OV-3	UO-31	TK-10	SN12C	ACHN	IGROV1	RXF 393	786-0
COC(=O)[C@@H](C)C[C@H](Cc1ccc(F)cc1)NC(=O)c1csc([C@@H](C[C@H](C(C)C)N(C)C(=O)[C@@H](NC(=O)[C@H]2CCCCN2C)C(C)C)OC(C)=O)n1	21.4	47.0	50.2	26.6	22.1	25.3	nt	13.2
CCN(CC)/C(N)=N\c1nc(C)c2cc(Cl)ccc2n1	95.0	87.6	112.7	103.7	101.6	87.9	118.6	99.2
NC(=O)c1c(Br)n(C2OC(CO)C(O)C2O)c2ncnc(N)c12 (stereo not drawn)	-8.9*	1.9*	30.4	13.4	12.1	-48.3*	-16.4*	25.9

An excerpt of these results, as comma-separated lines:
SMILES,SK-OV-3,UO-31,TK-10,SN12C,ACHN,IGROV1,RXF 393,786-0
COc1ccc(-c2c[se]c(Nc3ccccc3)n2)cc1,76.6,71.5,111.9,90.2,92.3,80.7,nt,93.7
CCCN(CCC)N=O,113.2,101.2,109.3,96.4,111.9,115.2,123.3,108.0

More entries:
SMILES	SK-OV-3	UO-31	TK-10	SN12C	ACHN	IGROV1	RXF 393	786-0
Cc1cccc(C)c1OP(=O)(Oc1c(C)cccc1C)Oc1c(C)cccc1C	108.9	83.6	97.6	102.2	85.6	82.9	99.8	107.2
C/C=C/CC(C)C(O)[C@H](NC(=O)[C@@H]1CCCN1C(=O)C(C)(C)NC(=O)CCCCCCCCC)C(=O)N[C@@](C)(CC)C(=O)N[C@@H](CCC(N)=O)C(=O)N[C@H](CCC(N)=O)C(=O)NC(C)(C)C(=O)N[C@@](C)(CC)C(=O)N[C@@H](CCC(N)=O)C(=O)N[C@H](CC(C)C)C(=O)N[C@H](CO)CC(C)C (stereo partly drawn)	-11.2*!	-84.9*!	-53.4*!	-44.1*!	-7.1*!	-23.2*!	-75.3*!	-81.9*!
CC12CCC3C(CCCC4CC(=O)CCC43C)C1CCC2O (stereo not drawn)	123.5	84.0	92.5	98.3	102.7	111.4	101.5	99.8
CC(C)CC(C)OP(=S)(S)OC(C)CC(C)C (stereo not drawn)	100.3	105.8	103.5	97.1	106.4	120.3	91.6	98.1
C=CCc1cc2c(cc1OC(C)C)OCO2	92.9	95.1	97.2	95.9	101.3	113.7	nt	91.6
CC(=O)OC[C@]1(C)C=C2C(=O)[C@](C)(O)C3(CC3)C(C)=C2[C@H]1OC(=O)N(C)CCN(C)C(=O)OC(C)(C)C	1.4*	-48.5*	-8.2*	14.2	-8.9*	1.8*	-68.2*	0.7*
CC[C@H](C)[C@H](NC(=O)[C@H]1CCCCN1C)C(=O)N(C)[C@H](C[C@@H](OC(C)=O)c1nc(C(=O)N[C@@H](Cc2ccccc2)C[C@H](C)C(=O)O)cs1)C(C)C	12.3	38.2	22.8	47.5	14.3	30.2	35.3	15.6
CC1(C)C=Cc2c(ccc3c4c([nH]c23)C(C)(C)[C@H]2C[C@]35CCCN3C(=O)[C@@]2(C4)NC5=O)O1	101.1	93.1	103.7	101.6	104.5	108.0	96.9	102.5
Cc1cccc(N)c1	88.0	81.7	100.4	92.1	102.3	49.0	nt	100.6
Clc1ccc([Se][Se]c2ccc(Cl)cc2)cc1	171.0	74.4	106.0	75.1	82.9	68.4	95.2	47.4
CCCC[C@H](NC(=O)[C@H]1CCCN1C)C(=O)N(C)[C@H](C[C@@H](OC(C)=O)c1nc(C(=O)N[C@@H](Cc2ccccc2)C[C@H](C)C(=O)OCC)cs1)C(C)C	17.2	40.2	16.4	23.6	17.5	29.7	25.3	3.9*
c1ccc(-c2ccc3ccccc3[o+]2)cc1	89.4	73.5	139.1	90.2	91.6	82.7	97.4	106.0
Cc1ccc(C(=O)N2CC2C)cc1 (stereo not drawn)	107.5	94.7	84.8	106.6	111.1	119.4	107.4	114.5
CN1C(=O)C(=Cc2cn(Cc3ccccc3)c3ccccc23)C(=O)N(C)C1=O	51.8	54.3	4.6*	102.8	84.5	nt	56.9	93.9
Cc1ccc(NC(=O)NCCCOc2ccc(N3C(N)=NC(N)=NC3(C)C)cc2Cl)cc1S(=O)(=O)F	101.3	101.6	97.3	32.4	95.6	35.8	68.1	53.6
N#CC(C#N)=Cc1ccccc1F	102.7	101.1	101.9	96.5	106.6	110.0	109.1	96.7
CCOP(=S)(S)OCC	100.6	94.4	107.6	104.6	107.2	110.0	113.4	106.7
Nc1c(Br)cc([N+](=O)[O-])cc1[N+](=O)[O-]	107.1	nt	114.1	103.6	125.3	nt	105.8	105.4
CCCCC(C(=O)c1ccccc1)N1CCOCC1 (stereo not drawn)	108.9	95.6	nt	98.8	107.1	101.1	95.4	92.7
O=C(O)c1ccccc1C(=O)O	104.1	93.5	102.9	104.8	112.6	102.6	123.9	110.1
N/C(=N/N=C/c1ccncc1)N[N+](=O)[O-]	111.0	93.8	94.1	95.8	101.1	107.5	121.1	nt
CCOP(=S)(N1CC1C)N1CC1C (stereo not drawn)	109.2	94.9	94.8	96.2	94.2	114.1	100.7	98.8
COC(=O)C1=C(Nc2ccccc2)C(=O)OC12C(=O)Nc1ccc([N+](=O)[O-])cc12 (stereo not drawn)	101.6	66.8	128.4	99.8	96.0	81.7	99.7	100.8
CCOP(=O)(OCC)OCC	105.1	103.4	114.2	112.4	106.5	119.9	97.7	101.0
CCC(O)C(CCN(C)C)(c1ccccc1)c1ccccn1 (stereo not drawn)	93.7	90.4	92.5	106.7	110.7	100.0	97.9	106.7
CCN(CC)C(=O)C(CCN1CCCCC1)(c1ccccc1)c1ccccc1	103.6	85.5	95.7	107.1	107.5	94.2	86.5	99.6
CC1=C(SCCC(=O)OCC(=O)NCCC[Te]c2ccccc2)C(=O)c2ccccc2C1=O	-36.8*	-0.6*	18.9	7.6*	12.4	-35.5*	25.0	23.2
CCCCNC(C)Cc1ccc(O)c(O)c1 (stereo not drawn)	86.8	83.1	93.9	93.3	nt	104.0	114.5	100.5
O=C(Nc1ccncc1F)c1cn(Cc2ccc(Cl)cc2Cl)c2ccccc12	99.3	69.8	116.4	96.3	92.5	64.1	97.9	97.2
NC1CCSC1=O (stereo not drawn)	nt	85.4	113.6	99.8	105.7	114.2	109.5	96.4
COc1cc(/C=C\c2cc(OC)c(OC)c(OC)c2)cc(NS(=O)(=O)c2cccc(Cl)c2)c1OC	16.9	32.1	63.3	27.7	16.4	26.3	37.8	6.6*
O=C1CN=C(c2ccc(Cl)cc2)c2sccc2N1	113.4	84.6	99.7	96.2	104.1	107.8	100.4	103.5
Cc1ccc(OP(Oc2ccc(C)cc2)Oc2ccc(C)cc2)cc1	102.6	69.7	96.4	103.5	101.0	101.4	112.2	113.0
CC[C@H](C)[C@H](NC(=O)[C@H]1CCCCN1C)C(=O)N(C)[C@H](C[C@@H](OC(C)=O)c1cccc(C(=O)N[C@@H](Cc2ccccc2)C[C@H](C)C(=O)OC)n1)C(C)C	13.8	40.7	34.4	29.8	24.6	29.0	13.1	14.5
COc1ccc(C(Cc2ccc(Cl)cc2)NCCO)cc1 (stereo not drawn)	73.7	70.2	76.1	86.4	99.5	90.3	100.2	71.7
O=C(O)CCCCCCCCC(=O)O (tested in a mixture with another compound)	103.9	88.3	112.4	90.7	100.8	112.5	nt	111.1
COc1cccc(CCN)c1	111.0	91.4	101.1	97.4	108.3	105.2	109.5	100.9
CC(C)C(O)(C(=O)OCC1=CCN2CCC(O)C12)C(C)O (stereo not drawn)	98.7	73.4	100.5	105.3	100.6	109.8	101.7	93.5
CC(C#N)N1CCN(c2ccc(Cl)cc2)CC1 (stereo not drawn)	106.8	70.9	93.1	108.3	106.2	97.3	124.4	94.8
COC(=O)C1=CO[C@@H](C)[C@@H]2CN3CCc4c([nH]c5cc(OC)ccc45)[C@@H]3C[C@H]12	100.2	nt	100.7	87.8	94.8	nt	115.5	107.8
NC(N)=Nc1ccc(N)cc1	87.2&109.4	99.8&84.3	110.8	102.1&107.5	109.5&107.9	110.0&102.3	98.0&106.3	102.3&96.2
CC1(C)C(C(=O)c2cn(CCCCCO)c3ccccc23)C1(C)C	108.0	93.9	109.6	109.8	113.8	114.5	97.6	102.8
COC(=O)CC[C@@H](C)[C@H]1CC[C@H]2[C@@H]3CC[C@@H]4C[C@]5(CC[C@]4(C)[C@H]3CC[C@]12C)OO[C@@](C)(C(F)(F)F)O5	129.1	93.2	93.2	97.6	101.0	104.2	105.0	101.2
Clc1ccc(-c2nc(-c3ccc(Cl)cc3)nc(N3CC3)n2)cc1	110.9	73.3	nt	94.0	97.7	82.9	94.2	88.2
CCC(CO)NC1CCCC1 (stereo not drawn)	98.1	98.2	135.1	88.2	96.5	85.8	109.3	104.9
CC(=O)[O][Hg][c]1ccccc1	-5.2*	-94.2*	-94.7*	-90.5*	nt	-55.1*	-92.0*	-96.4*
NC(=O)NC(=O)CCl	99.5	78.3	102.9	nt	91.4	84.8	114.4	97.3
CN1C(=O)C(=Cc2cn(C(=O)c3ccccc3)c3ccccc23)C(=O)N(C)C1=O	95.4	63.6	138.7	98.2	94.3	nt	44.6	98.4
CN1CC(=O)[C@@H]2C[C@@]23c2cccc4[nH]cc(c24)C[C@@H]13	110.7	73.3	119.0	105.1	104.1	97.4	129.5	103.2
CC(CC(C(N)=O)(c1ccccc1)c1ccccc1)N(C)C (stereo not drawn)	99.5	79.8	94.7	101.4	97.1	102.3	nt	92.9
O=S(c1ccc(Cl)cc1)c1ccc(Cl)cc1	96.0	92.8	95.8	122.8	110.5	90.3	128.1	111.7
OC(CNCc1ccccc1)c1ccc(Cl)cc1 (stereo not drawn)	115.8	82.0	93.7	103.7	97.9	112.5	118.6	103.2
NC1Cc2ccccc2C1	101.9	81.4	94.2	96.2	100.4	102.9	103.0	98.2
Fc1ccc(N2COOC3(OOC2)C2CC4CC(C2)CC3C4)cc1	105.0	-74.9*	93.0	100.6	59.7	16.5	114.8	12.6
CCC1(CCC(C)C)C(=O)NC(=O)N(c2ccccc2)C1=O (stereo not drawn)	89.6	87.5	86.2	107.0	101.6	102.0	109.9	102.7
O=C(O)c1cc(Cl)nc(Cl)c1	100.9	87.8	106.9	100.7	102.5	109.4	108.6	98.8
C/C(=N\O)C(CN1CCCCC1)C(c1ccccc1)c1c(O)c2ccccc2oc1=O (stereo not drawn)	96.4	83.7	102.5	98.4	105.8	100.5	100.7	99.4
CC(Br)C(=O)c1ccccc1 (stereo not drawn)	117.5	82.1	78.2	96.3	96.5	nt	85.6	155.5
CC1=C(C=O)C2=C(C)C3(CC3)[C@@](C)(O)C(=O)C2=C1	-3.3*	11.2	53.6	44.2	-61.1*	53.6	-68.8*	-38.7*
Cc1ccc(S(=O)(=O)n2cc([C@@]3(O)C[C@H](CSC#N)OC3=O)c3ccccc32)cc1	99.6	56.2	64.2	60.7	63.0	71.6	50.9	95.6
C[C@]12CCc3sc(Nc4ccccc4Cl)nc3C1=CC[C@@H]1[C@@H]2CC[C@]2(C)C(=O)CC[C@@H]12	103.8	85.4	120.3	98.9	95.5	108.4	122.8	94.3
Cc1cc([Se][Se]c2cc(C)c(C)cc2[N+](=O)[O-])c([N+](=O)[O-])cc1C	113.4	85.6	120.5	98.2	99.5	105.8	110.2	104.0
